# Bcl-W Bim block – inhibitors of Bim binding to Bcl-W, primary screen, biochemical, multiplexed, bead-based flow cytometry. 0.02% of 190,000 active. Bcl-2-like protein 2 (Homo sapiens), Q92843. Bim peptide-Bcl-W binding. AID 952, 2007. inhibition, % at 10 µM;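 also: 0% = bound tracer without compound and 100% = peptide blocker; higher means less fluorescent Bim peptide bound to Bcl-W beads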
# ABCB1 block – ABCB1 efflux pump inhibitors, primary screen, cell-based, multiplex, flow cytometry, ABCG2 counter-screen; ATP-dependent translocase ABCB1 (Homo sapiens), P08183; inhibition, % at 6.6 µM; CCRF-Adr cells, JC-1 efflux; 0.067% of 190,000 active; in the data active = inhibition above about 40%;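 also: 0% = vehicle and 100% = reference inhibitor; higher value means more JC-1 retained so stronger ABCB1 efflux block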
# Target sequence (P08183 whole entry, looked up): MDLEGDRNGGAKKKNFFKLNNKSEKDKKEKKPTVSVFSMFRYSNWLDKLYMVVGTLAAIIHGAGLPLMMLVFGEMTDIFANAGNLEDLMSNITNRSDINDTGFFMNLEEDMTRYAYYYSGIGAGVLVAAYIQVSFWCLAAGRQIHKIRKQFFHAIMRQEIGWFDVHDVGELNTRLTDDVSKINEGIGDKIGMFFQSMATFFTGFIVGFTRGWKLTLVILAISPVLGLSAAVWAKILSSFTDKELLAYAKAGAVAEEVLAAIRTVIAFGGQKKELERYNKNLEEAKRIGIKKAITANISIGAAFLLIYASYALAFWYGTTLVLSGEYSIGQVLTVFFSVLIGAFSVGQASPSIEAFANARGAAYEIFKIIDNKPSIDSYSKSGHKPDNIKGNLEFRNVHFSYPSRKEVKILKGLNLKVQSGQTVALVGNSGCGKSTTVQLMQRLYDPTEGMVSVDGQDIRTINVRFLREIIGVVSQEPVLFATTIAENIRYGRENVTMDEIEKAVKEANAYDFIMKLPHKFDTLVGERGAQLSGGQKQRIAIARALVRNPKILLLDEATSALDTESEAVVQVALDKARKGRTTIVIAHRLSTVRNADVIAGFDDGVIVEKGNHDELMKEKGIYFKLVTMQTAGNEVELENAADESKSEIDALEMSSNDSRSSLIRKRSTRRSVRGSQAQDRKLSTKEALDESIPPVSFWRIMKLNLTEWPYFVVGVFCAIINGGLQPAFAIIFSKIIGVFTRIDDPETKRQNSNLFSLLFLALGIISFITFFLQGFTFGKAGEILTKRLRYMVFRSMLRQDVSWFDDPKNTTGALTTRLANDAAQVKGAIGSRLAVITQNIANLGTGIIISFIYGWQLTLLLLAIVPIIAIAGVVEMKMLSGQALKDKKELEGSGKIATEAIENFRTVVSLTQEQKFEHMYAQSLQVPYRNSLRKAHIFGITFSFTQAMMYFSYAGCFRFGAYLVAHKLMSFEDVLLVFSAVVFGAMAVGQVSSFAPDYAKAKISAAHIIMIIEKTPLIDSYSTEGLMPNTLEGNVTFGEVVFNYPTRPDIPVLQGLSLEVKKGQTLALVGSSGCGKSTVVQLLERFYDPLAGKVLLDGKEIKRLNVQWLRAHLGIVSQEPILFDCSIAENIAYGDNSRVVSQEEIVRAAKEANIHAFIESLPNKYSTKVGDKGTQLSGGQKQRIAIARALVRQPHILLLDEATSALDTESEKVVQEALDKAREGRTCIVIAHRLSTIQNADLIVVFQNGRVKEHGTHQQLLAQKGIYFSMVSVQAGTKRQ
# Bcl-XL Bim block – inhibitors of Bim-Bcl-XL binding, primary screen, biochemical, multiplexed, bead flow cytometry, human Bcl-XL; Bcl-2-like protein 1 (Homo sapiens), Q07817; Bim peptide-Bcl-XL binding, fluorescence; inhibition, % at 10 µM; 0.04% of 190,000 active; AID 1007, 2008
# RGS4-Gao reg – modulators of RGS4 binding to Galphao, primary screen, biochemical, multiplexed bead flow cytometry; actives lie on both sides; Guanine nucleotide-binding protein G(o) subunit alpha (Homo sapiens), P09471; 0.33% of 220,000 active; binding response (% of control), % at 10 µM; in the data active = binding response below about 49% or above about 150%; inactive = in between;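 also: fluorescent Galphao activated with aluminum fluoride binding bead-coupled RGS4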
# Bcl-B Bim block – inhibitors of Bim-Bcl-B binding, primary screen, biochemical, multiplexed, human Bcl-2 family. inhibition, % at 10 µM. bead-based flow cytometry, Bim peptide-Bcl-B binding. AID 951, 2007. 0.073% of 190,000 active;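 also: 0% = tracer peptide without compound and 100% = reference inhibitor peptide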
# Bfl-1 Bim block – inhibitors of Bim binding to Bfl-1, primary screen, biochemical, multiplexed, bead-based flow cytometry. Bim-Bfl-1 binding inhibition. Bcl-2-related protein A1 (Homo sapiens), Q16548. AID 1008, 2008. 0.12% of 190,000 active. inhibition, % at 10 µM;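 also: 0% = wells without compound plus tracer and 100% = blocker peptide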
# Bcl-2 Bim block – inhibitors of Bim-Bcl-2 binding, primary screen, biochemical, multiplexed, human Bcl-2 family; 0.06% of 190,000 active; inhibition, % at 10 µM; Bead-based flow cytometry, Bim peptide-Bcl-2 binding; Apoptosis regulator Bcl-2 (Homo sapiens), P10415; in the data active = inhibition above about 40%; inconclusive = no clear call, values can overlap the other calls;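 also: 0% = no compound wells with probe peptide and 100% = reference peptide inhibitor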
# ABCG2 block – ABCG2 efflux pump inhibitors, primary screen, multiplex with ABCB1, IgMXP3 cells, flow cytometry; JC-1 efflux; inhibition, % at 6.6 µM; 0.1% of 190,000 active; Broad substrate specificity ATP-binding cassette transporter ABCG2 (Homo sapiens), Q9UNQ0;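 active = inhibition above 80%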;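 also: 0% = DMSO and 100% = nicardipine control wells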
#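 System: two drug-resistant human cell lines, ABCG2 and ABCB1; controls: nicardipine high and DMSO low controls; times: 10 min exposure at 25 °C with rotation, no wash; detection: flow cytometry of retained JC-1 fluorescence; read-out basis: percent efflux inhibition, scaled nicardipine 100% to DMSO 0%; doses: one concentration, 6.6 µM final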
# GSH fluor – compound fluorescence on glutathione beads, profiling panel, artefact control, biophysical, 488/530 nm, flow cytometry; GSH beads flow cytometry, compound fluorescence 488/530 nm; stronger effect = higher value; fluorescence (KMESF) at 10 µM; 0.25% of 190,000 active; in the data active = fluorescence above about 89;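 also: glutathione beads carrying GST-tagged Bcl family fusion proteins plus one bare bead set; values are compound well signal with DMSO vehicle wells as background; inactives centre near 16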
# RGS7-Gao reg – RGS7-Galphao binding modulators, primary screen, biochemical, multiplexed bead flow cytometry; Guanine nucleotide-binding protein G(o) subunit alpha (Homo sapiens), P09471; AID 1439, 2008; 0.35% of 220,000 active; actives lie on both sides; binding response (% of control), % at 10 µM; in the data active = binding response below about 49% or above about 150%; inconclusive = no clear call, values can overlap the other calls; inactive = in between;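 also: fluorescent Galphao held in activated GDP-AlF4 state binding bead-coupled RGS7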
# RGS8-Gao reg – RGS8-Galphao binding modulators, primary screen, biochemical, multiplexed bead flow cytometry; Guanine nucleotide-binding protein G(o) subunit alpha (Homo sapiens), P09471; actives lie on both sides; response (percent of control binding), % at 10 µM; 0.34% of 220,000 active; in the data active = response below about 60% or above about 140%; inactive = in between;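 also: Galphao activated as the GDP aluminium fluoride complex binding bead-coupled RGS8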
# The depositor's hits bear a star; ? = inconclusive; . = not tested or not shown. Rule as the data show it, unless noted: active = inhibition above about 40%.
SMILES,Bcl-W Bim block,ABCB1 block,Bcl-XL Bim block,RGS4-Gao reg,Bcl-B Bim block,Bfl-1 Bim block,Bcl-2 Bim block,ABCG2 block,GSH fluor,RGS7-Gao reg,RGS8-Gao reg
COc1ccc(C(=O)N/N=c2\oc3ccccc3cc2C(N)=O)cc1,9,-0.1,14,99,11,-2,1,9,11,95,100
Cc1cccc(OCc2nc(-c3ccc(Br)o3)no2)c1,-1,0.7,-3,103,-2,-3,-2,5,12,103,103
COC(=O)c1ccc(Oc2nc(N(C)C)nc(N3CCOCC3)n2)cc1,0,1.1,-3,111,-3,-3,0,4,9,113,106
Cc1ccc(C(c2nnnn2CCc2ccccc2)N2CCSCC2)cc1 (stereo not drawn),-2,1.6,-4,100,-11,-13,-9,3,26,104,100
CC(C)CN(C(=O)CN1CCN(c2cccc(Cl)c2)CC1)c1c(N)n(CC(C)C)c(=O)[nH]c1=O,-4,0.0,-1,99,-3,-5,0,-2,22,97,102
COc1ccc([C@H]2[C@H](C(=O)OC(C)(C)C)N3N=Cc4ccccc4C3C23C(=O)c2ccccc2C3=O)c(OC)c1 (stereo partly drawn),-3,2.4,-7,99,-6,-13,-6,8,17,95,100
CCOC(=O)/C(C#N)=C\C1=C(N2CCCC2)CC(C)(C)OC1,-2,-0.3,-4,125,-2,-5,0,3,11,118,119
O=C(NCCn1cccn1)c1ccc(OC2CCN(C(=O)C3CC3)CC2)cc1,0,-0.1,-2,102,-3,-3,2,1,18,104,107
CCOC(=O)c1nn(-c2ccc(OC)cc2)c(=O)c2c(N)scc12,-4,-2.6,1,94,-11,-3,-6,-3,28,99,96
Cc1ccc(NC(=O)C(C)N2C(=O)c3ccccc3C2=O)cc1 (stereo not drawn),-3,0.3,-6,103,-7,-15,-6,3,24,105,102
CCn1c(=O)cc(SCC(=O)NCCCN2CCC(C)CC2)c2ccccc21,-2,0.0,-2,104,-5,-7,-2,0,59,102,103
O=C(OCc1cc(=O)n2c(n1)sc1ccccc12)c1ccc(O)cc1,0,0.3,-1,101,-1,-16,-3,0,9,104,102
Cc1ccc(NCC(=O)N/N=C/c2c[nH]c3ccccc23)cc1,9,0.1,1,95,-5,5,6,1,20,89,90
COc1ccc2nc(C)cc(SCC(=O)NNC(=O)COc3cccc4ccccc34)c2c1,-2,0.3,-5,99,-3,-9,0,0,14,98,101
O=C(Nc1cccc(-c2cn3cccnc3n2)c1)c1ccc2c(c1)OCO2,1,0.5,0,100,-4,-11,-9,2,9,96,100
Cc1cc(C)c(OCC(=O)Nc2nnn(C)n2)c(Br)c1,0,0.9,-6,102,-5,-15,-14,2,23,98,101
COc1ccc(Nc2oc(-c3ccc(Cl)cc3)nc2C#N)cc1,0,0.1,-1,99,0,0,2,2,9,101,100
O=C(c1ccc(Cl)c([N+](=O)[O-])c1)N1CCN(c2ccccn2)CC1,-2,1.8,-2,100,-1,-1,0,8,5,98,104
CCCN=C1CC(C)(C)CC(=O)/C1=C(/O)CCCN1C(=O)c2ccccc2C1=O,2,0.3,0,100,-1,-4,-1,0,9,103,102
Cc1ccc(C)c(N(CC(=O)NCCC2=CCCCC2)S(C)(=O)=O)c1,0,1.9,-10,101,-10,-17,-12,9,34,99,101

# 4 compounds out of the list, sorted by length of the SMILES, descending:
SMILES,Bcl-W Bim block,ABCB1 block,Bcl-XL Bim block,RGS4-Gao reg,Bcl-B Bim block,Bfl-1 Bim block,Bcl-2 Bim block,ABCG2 block,GSH fluor,RGS7-Gao reg,RGS8-Gao reg
CCCN=C1CC(C)(C)CC(=O)/C1=C(/O)CCCN1C(=O)c2ccccc2C1=O,2,0.3,0,100,-1,-4,-1,0,9,103,102
COc1ccc(C(=O)N/N=c2\oc3ccccc3cc2C(N)=O)cc1,9,-0.1,14,99,11,-2,1,9,11,95,100
COc1ccc(Nc2oc(-c3ccc(Cl)cc3)nc2C#N)cc1,0,0.1,-1,99,0,0,2,2,9,101,100
Cc1cc(C)c(OCC(=O)Nc2nnn(C)n2)c(Br)c1,0,0.9,-6,102,-5,-15,-14,2,23,98,101

# Further records follow:
SMILES,Bcl-W Bim block,ABCB1 block,Bcl-XL Bim block,RGS4-Gao reg,Bcl-B Bim block,Bfl-1 Bim block,Bcl-2 Bim block,ABCG2 block,GSH fluor,RGS7-Gao reg,RGS8-Gao reg
CCOC(=O)N1CCC(NC(=O)Cn2cc3c(n2)CCC(C)C3)CC1 (stereo not drawn),-5,-0.3,-5,95,-5,-1,-4,-8,19,93,96
CCOC(=O)/C(C#N)=C/c1ccc(OCC(=O)Nc2ccccc2)c(OC)c1,1,1.1,0,103,-4,-4,-5,7,45,102,103
CN(Cc1nc2ccc(F)cc2[nH]1)Cc1c(C(=O)N(C)C)nc2ccc(Cl)cn12,-3,0.5,-2,100,-5,-8,-3,2,10,101,99
Cc1ccc(NC(=O)CSc2nc(N)c(-c3ccccc3)c(=O)[nH]2)cc1Cl,-3,0.5,-5,99,0,-6,-4,4,15,94,100
Cc1c(Br)c([N+](=O)[O-])nn1CC(=O)NCc1cccnc1,2,0.8,-4,108,-9,-8,-13,4,11,108,105
Cc1ccc(NC(=O)CN(c2ccccc2)S(=O)(=O)N(C)C)cc1,2,0.4,2,98,0,2,0,8,7,100,110
CC1=NNC(=O)C1CCC(=O)N/N=C(\C)c1ccccc1 (stereo not drawn),0,0.1,-2,99,2,-7,-4,0,20,104,103
S=C1NC2=C(C(c3ccc(Br)cc3)N1)N1CCC2CC1 (stereo not drawn),-2,0.6,0,100,-28,12,-3,2,23,106,110
COc1ccc(S(=O)(=O)N2CC(O)C[C@H]2C(=O)OCC(=O)N2CCCCCC2)cc1 (stereo partly drawn),0,0.1,-3,91,-2,-6,-5,0,13,?,95
Cc1ccc(Cn2cc(/C=N/Nc3ccc([N+](=O)[O-])cn3)c3ccccc32)cc1,-7,4.2,-12,101,-16,-14,-10,6,20,99,100
COc1ccc(C(=O)NCC(=O)NCC(=O)OCC(=O)C(C)(C)C)cc1,1,2.1,0,96,-1,2,1,10,21,97,100
CCCCCC(=O)Nc1ccc2oc(-c3cncc(Br)c3)nc2c1,-4,0.0,-2,95,-2,0,-3,2,12,100,96
O=C(COC(=O)c1n[nH]c(=O)c2ccccc12)c1ccccc1,3,0.9,-9,101,-4,-7,-7,4,33,96,102
CCOC(=O)c1cccc(NC(=O)CCNS(=O)(=O)c2ccc3c(c2)CCN3C(=O)CC)c1,-5,0.0,-8,103,-12,-28,-8,5,29,100,100
CCOC(=O)C1=C(c2ccccc2)NC(SCC(=O)Nc2cccc(C)c2)=C(C#N)C1c1ccco1 (stereo not drawn),1,0.1,3,99,-1,0,0,0,14,97,100
CCCCNC(=O)NC12CC3CC(CC(C3)C1)C2,6,1.0,3,102,1,3,-3,7,11,?,103
CC(=O)Nc1ccc(S(=O)(=O)N2CCN(CC3CC4C=CC3C4)CC2)cc1 (stereo not drawn),-3,0.2,-5,109,-3,-5,-2,-1,11,101,102
O=c1c2ccccc2c(C=NCCCN2CCOCC2)c(O)n1Cc1ccc2c(c1)OCO2,-2,3.3,0,102,-1,-5,0,12,15,?,101
CCCCCOC(=O)c1cc(=O)[nH]c2ccccc12,-3,1.2,-4,96,0,-1,-2,4,8,97,103
CC(C)N1CCN(Cc2cccc(-n3cccn3)c2)CC1CCO (stereo not drawn),-1,0.4,-1,101,-3,-7,1,8,9,101,101
Cc1cccc(/C=N\NC(=O)c2csnn2)c1,-2,3.2,-4,101,-7,-13,-10,38,12,106,102
CCCCn1c(=S)[nH]c2cc(S(=O)(=O)N3CCCCC3)ccc21,-2,0.3,-3,101,-25,7,-8,0,71,103,100
Cc1nnc(SCc2ccccc2C#N)n1-c1ccccc1,0,0.8,0,96,0,-2,-3,1,19,101,98
CCCS(=O)(=O)N1CCN(Cc2ccco2)CC1,-1,0.2,-2,104,0,-2,-4,0,18,105,99
Cc1cccc(CC(Cc2nc3ccccc3[nH]2)c2nc3ccccc3[nH]2)c1 (stereo not drawn),-3,0.5,-6,96,-6,-8,-6,1,27,92,105
Cc1ccc(SCC(=O)NC(=O)NCc2ccco2)cc1C,-2,0.4,2,99,-8,-14,-12,1,26,100,103
COc1ccc(C(=O)NCCc2nnc(SCC(=O)Nc3ccc(Br)cc3)n2C)cc1,2,0.1,0,104,0,-2,0,1,31,103,111
CC(=O)Nc1cccc2c1OCCO2,3,0.3,0,95,-8,-10,-6,1,47,98,98
Cc1ccc(OCC(O)CN2CCN(Cc3ccc4c(c3)OCO4)CC2)cc1C (stereo not drawn),-6,.,-7,101,-8,-3,-5,0,12,100,103
O=C(NCc1ccc(Cl)cc1)c1noc2c1CCCCC2,-1,0.2,-6,101,-8,-18,-9,-5,23,101,101
O=C(NCCc1ccco1)c1nn(Cc2ccccc2)c(=O)c2ccccc12,0,2.4,-1,88,-1,-2,-1,10,15,94,95
COc1cc(OC)c(C2N(c3ccc(Cl)cc3)C(=O)C3CCCN32)cc1OC (stereo not drawn),1,0.5,-2,102,-4,-12,-9,5,14,103,102
O=C(CSc1nccc(=O)[nH]1)Nc1ccc(F)c(Cl)c1,0,0.7,1,100,-5,-9,-7,2,36,100,100
Cc1ccccc1OCc1nc2ccc(S(=O)(=O)N3CCOCC3)cc2[nH]1,0,-1.0,-15,101,-24,-10,-11,55,35,130,89
COC(=O)Nc1nnc(/C=C/c2ccc(OC)cc2)s1,-12,-0.5,-12,98,-13,-13,-6,-1,19,96,90
COc1cc2oc3ccccc3c2cc1N(CC(=O)N(C)C)S(=O)(=O)c1ccc(C)cc1,-3,-2.6,9,108,-6,-10,-4,-3,31,100,102
COc1ccc(CC(=O)NCc2ccccc2Cl)cc1S(=O)(=O)N1CCOCC1,-6,1.0,-4,100,-2,-6,-3,4,17,101,106
Cc1cc(O)c(C(C)C)cc1NC1=NS(=O)(=O)c2ccccc21,-3,2.6,-4,99,-4,-6,-11,21,16,96,100
CN(C)C/C(Cl)=C(\Cl)c1ccccc1,-4,-0.1,-4,95,-2,-4,-5,0,6,92,97
CSCCNCc1cn(-c2ccc(F)cc2F)nc1-c1ccccc1C,-5,4.2,-6,100,-2,-5,-2,5,13,96,101
CCCn1c(=O)n(C)c(=O)c2c(SCC(=O)NC34CC5CC(CC(C5)C3)C4)nc(CC(C)C)nc21,-6,9.6,-13,94,-13,-13,-6,18,15,93,87
O=C1COc2ccc(N3C(=O)C=CC3=O)cc2N1,0,1.7,-2,95,0,-13,1,9,11,91,91

# High-throughput results from PubChem BioAssay.
